NCI-60 one-dose screen, 48 h, at 10 µM unless noted. Numbers give growth in % (100 = growth as untreated, 0 = no growth, -100 = all killed).
SK-MEL-2: SK-MEL-2 melanoma. 77,000 tested, 4.7% active
MCF7: MCF7 breast cancer; 82,000 tested, 6.3% active
BT-549: BT-549 breast cancer; 78,000 tested, 4.4% active; AID 1794793
MALME-3M: MALME-3M melanoma; 78,000 tested, 5.8% active
LOX IMVI: LOX IMVI melanoma | 79,000 tested, 7.4% active | AID 1794757
HS 578T: HS 578T breast cancer. 78,000 tested, 4.1% active
T-47D: T-47D breast cancer; 79,000 tested, 5% active
MDA-MB-231: MDA-MB-231 breast cancer; 81,000 tested, 5% active; AID 1794789
The depositor's hits bear a star; · = no result given; & = joins results of further samples; ! = a repeat was not active. Rule for the calls: active = growth percent below 10; inactive = the rest. Rows were taken by chance, and some 11% of all compounds hit somewhere here.

SMILES	SK-MEL-2	MCF7	BT-549	MALME-3M	LOX IMVI	HS 578T	T-47D	MDA-MB-231
COc1ccc(-c2nc3sc(C)cn3c2/C=C\c2cc(OC)c(OC)c(OC)c2)cc1	80	95	111	75	78	80	51	68
Oc1ccccc1CNC1CCCCC1	91	95	109	116	96	·	118	105
O=C(C#Cc1ccccc1)c1ccccc1	110	102	102	97	103	105	102	117
CC(=N/O)/C(C)=C/c1ccccc1	96	98	99	97	96	109	92	110
C=CC1CCCCC1=O (stereo unspecified)	·	100	95	110	89	95	94	104
COc1ccc(/C=C2/C(=O)N=C3N2NC(c2ccccc2)=CN3c2ccccc2)cc1	106	100	96	102	88	95	106	107
Cc1ccc(C2=CSC3=NCCN23)cc1Cl	122	89	91	107	89	102	68	82
Clc1ccc2c(OCCCn3ccnc3)c3oc4ccccc4c3nc2c1	134	56	101	67	34	97	85	58
CCOc1ccc(N2C(=O)C(C)CNC2=S)cc1 (stereo unspecified)	101	99	105	114	104	105	110	105
O=C(CCCCCCNC(=O)C(O)(O)C(F)(F)F)Nc1nc2ccccc2s1	-8.0*	9.8*	13	14	-81*	12	12	23
O=C(CCCCCCSc1nc(-c2ccccc2)cc(-c2ccccc2)n1)NO	74	16	31	14	3.7*	43	-11*	41
NS(=O)(=O)c1ccc(-n2nc(-c3ccc(Oc4ccccc4)cc3)ccc2=O)cc1	129	92	111	99	101	88	91	83
O=C(N/N=C/c1ccc(Cl)cc1)c1ccc(Br)o1	124	83	107	148	105	132	104	134
CCCCOc1ccc(OCCCN2CCOCC2)cc1	123	106	94	96	95	110	93	82
O=C(Nc1cccc(Cl)c1)Nc1cc(C(F)(F)F)ccc1Cl	4.9*	16	26	5.8*	-12*	56	5.1*	25
O=[N+]([O-])c1c(Cl)c(Cl)c(O)c(Cl)c1Cl	110	102	112	107	105	112	113	105
O=C1/C(=C/C=C/c2ccco2)SC(=S)N1Cc1ccccc1	102	28	110	87	96	104	76	93
COc1ccccc1C(=O)Nc1cccc(-c2cc(=O)c3c(O)c(OC)c(OC)cc3o2)c1	99	102	75	113	96	89	66	93
CNC(=O)c1cc(Oc2ccc3c(c2)sc2nc(-c4ccc(C(F)(F)F)cc4)cn23)ccn1	53	42	39	54	52	106	13	84
C[C@H](c1nc2ccccc2[nH]1)[C@H]1CC[C@H]2[C@@H]3CCC4=CC(=O)CC[C@]4(C)[C@H]3CC[C@]12C	104	77	80	102	88	84	77	103
CCn1cc(Cc2cc(C(=O)Nc3cc4cc(OC)c(OC)cc4c(C)n3)ccc2Cl)cn1	42	18	17	63	5.3*	49	20	36
O=C1Nc2ccccc2/C1=C/C(=N/c1nnc(-c2ccc(Cl)cc2)s1)c1ccccc1	97	28	32	-26*	-79*	80	66	35
CCN1CCCC1CNC(=O)c1ncc(-c2ccc(C(F)(F)F)cc2)c(NC2CCCCCC2)n1 (stereo unspecified)	·	44	99	54	87	92	79	67
CCCCn1c(C)nc2ccc(Nc3nc(N4CCCC4)nc4nc[nH]c34)cc21	·	83	88	94	93	82	58	81
Cc1ccccc1N1CCN(C(C)(C)C#N)CC1	114	106	·	113	102	110	98	106

Next part; the last 2 above are carried over.
SMILES	SK-MEL-2	MCF7	BT-549	MALME-3M	LOX IMVI	HS 578T	T-47D	MDA-MB-231
CCCCn1c(C)nc2ccc(Nc3nc(N4CCCC4)nc4nc[nH]c34)cc21	·	83	88	94	93	82	58	81
Cc1ccccc1N1CCN(C(C)(C)C#N)CC1	114	106	·	113	102	110	98	106
Cc1ccc2nc3nc4ccc[nH]c4cc3c2c1	113	2.2*	93	101	98	90	10	70
c1ccc2cc(C[n+]3ccn(Cc4ccc5ccccc5n4)c3)ccc2c1	-4.1*	9.0*	-16*!	-27*!	-31*!	33&28	-5.7*!	-2.0*!
CC(=O)N(C)c1ccc2c(c1)C(=O)c1ccccc1-2	105	96	114	118	103	114	94	92
Cc1cn(C2CC(O)C(CO)(N=[N+]=[N-])O2)c(=O)[nH]c1=O (stereo unspecified)	115	94	103	115	103	103	98	111
NS(=O)(=O)c1ccc(C(=O)NNCCC(=O)c2ccccc2)cc1	101	106	·	103	99	103	102	115
CCc1ccc(S(=O)(=O)NC(=O)NC2CC2)cc1	106	97	112	94	96	97	101	103
COc1cc2oc(-c3cccc(C(=O)Nc4ccc(Cl)cc4)c3)cc(=O)c2c(OCCNC(=O)[C@@H](N)CO)c1OC	78	-52*	59	-57*	-79*	54	31	3.8*
CC(C)CCCN(CCCC(C)C)CC(O)c1cc2c(c3ccccc13)CCCC2 (stereo unspecified)	86	61	95	106	20	79	59	47
C=C(Cl)CN(CC)CCO	75	99	104	103	104	·	100	101
COc1ccc(C(Cc2ccccc2)NC(CO)(CO)CO)cc1 (stereo unspecified)	99	95	95	107	96	116	98	105
COc1cc2nc(Cl)nc(Nc3cccc(C4=NN(C=O)C(c5ccc6c(c5)OCO6)C4)c3)c2cc1OC (stereo unspecified)	101	75	77	96	·	93	62	80
Cc1ccc(C(=O)NCCNc2nccc(Nc3ccc(S(=O)(=O)Nc4ccccn4)cc3)n2)cc1	101	97	93	107	102	90	91	104
CC(=O)[C@H]1CC[C@H]2[C@@H]3CC[C@H]4CC(=O)CC[C@@H]4[C@H]3CC[C@]12C	95	101	92	104	98	104	93	101
Cc1ccccc1/C=C1/SC(=O)N(CCCC(=O)N2CCN(c3cc4c(cc3F)c(=O)c(C(=O)O)cn4C3CC3)CC2)C1=O	96	88	91	90	50	83	69	79
CCCCCCc1ccc(C(O)CN(CCCCC)CCCCC)cc1 (stereo unspecified)	98	83	92	100	84	91	55	79
CCCCc1ccc(-c2nc3c(c(C)nc4c3nnn4-c3ccc(OC)cc3)c(=O)o2)cc1	110	96	102	109	98	100	·	102
CC(=O)N1N=C(c2ccc(F)cc2)CC1c1c(C)nn(-c2ccccc2)c1N1CCOCC1 (stereo unspecified)	101	90	74	100	100	95	87	103
O=c1/c(=C\c2ccc(-c3ccccc3)o2)sc2nc(-c3ccco3)nn12	102	95	102	104	103	107	93	108
COc1cc(-c2c(-c3ccccc3)noc2C(N)=O)c(OC)c2c1OCO2	108	101	102	108	100	108	94	101
CCOC(=O)C1CCC(=O)C=C1C (stereo unspecified)	109	92	112	101	101	116	102	116
COc1cc2c(cc1OC)C(c1ccc(N=Cc3ccc(Cl)c(Cl)c3)cc1)N(C(=S)Nc1cc(Cl)ccc1Cl)CC2 (stereo unspecified)	74	83	70	79	87	97	67	80
Fc1ccc(-c2ccc(F)cc2)cc1	106	100	110	98	99	102	97	102
CN(C)Cc1cc(C(=O)/C=C/c2ccc(C(=O)O)cc2)cc(CN(C)C)c1O	95	114	125	106	102	105	99	104
CN1c2c(C(=O)N3CCOCC3)cnn2CC1c1ccccc1 (stereo unspecified)	95	89	96	86	100	98	90	102
CC(=O)Nc1ccc2c3c(cccc13)CC2	·	52	106	95	·	119	94	116

Continued.
SMILES	SK-MEL-2	MCF7	BT-549	MALME-3M	LOX IMVI	HS 578T	T-47D	MDA-MB-231
Cc1nc2nc3sc(C)c(C)c3c(=O)n2[nH]1	104	83	101	98	101	116	88	109
O=C(O)c1cc2cc([N+](=O)[O-])ccc2oc1=O	129	88	110	103	99	119	112	108
C[Si](C)(CI)O[Si](C)(C)CI	98	96	103	82	101	109	96	116
COc1cc2ncnc(Nc3ccc(S(=O)(=O)Nc4nccs4)cc3)c2cc1OCCCN1CCN(c2ccccc2)CC1	121	99	102	106	98	102	99	110
O=c1c2cc(F)ccc2sc2c(Cl)nc3ccc(Cl)cc3c12	109	92	·	93	86	87	98	84
CC(=O)OCC(=O)[C@@]1(O)[C@@H](C)CC2C3CCC4=CC(=O)C=C[C@]4(C)[C@@]3(F)[C@@H](O)C[C@@]21C (stereo partly specified)	113	85	78	94	86	111	120	98
CC1(C)C2CCC(O)(C(=O)O)C1C2 (stereo unspecified)	106	96	104	109	110	115	96	99
CCOC(=O)c1nn(-c2ccc([N+](=O)[O-])cc2)c(=N/N=C/c2c(O)cc3oc(C)cc(=O)c3c2OC)s1	120	92	95	88	76	98	78	87
COc1ccc(C2NCc3c(nc4c(c(C)nn4-c4ccccc4)c3-c3ccc(Cl)cc3)N2)cc1 (stereo unspecified)	94	93	98	95	95	98	89	91
O=c1[nH]cnc2c1ncn2C1OCC(O)C(O)C1O (stereo unspecified)	·	105	·	97	100	109	98	·
CS(=O)(=O)c1ccc(-n2cc(/C=C/C(=O)c3ccc(NC(=O)CO[N+](=O)[O-])cc3)c(-c3ccc(Cl)cc3)n2)cc1	95	84	103	100	97	84	104	79
O=S(=O)(OCCCl)c1ccc(Cl)c(Cl)c1	100	93	·	99	97	98	86	101
Cc1cc(C)c(C#N)c(OCc2ccc(Cl)cc2)n1	102	76	96	88	88	76	74	68
Cc1cccc(NC(=O)N/C(N)=N/c2nc3ccccc3s2)c1	33	22	57	51	34	24	36	59
C=C(C)C(=O)Nc1c(C)cccc1C	95	103	106	103	99	106	95	101
CCOC(=O)c1ccc(NC2=C(Cl)C(=O)c3nc(C)ccc3C2=O)cc1	78	-14*	·	12	0.7*	50	-0.9*	77
CC1CC(C)(C)OB(OC(C)CC(C)(C)OB2OC(C)CC(C)(C)O2)O1 (stereo unspecified)	103	97	78	111	94	121	·	·
O=C1Nc2ccc(Br)cc2/C1=N/N=C/c1cccc(F)c1	104	64	99	90	90	99	85	91
CC(=O)N(c1ccccc1)c1ccccc1[N+](=O)[O-]	104	105	111	97	98	99	79	97
Cc1ccc(-c2nc3cnccn3c2NC(C)(C)C)o1	115	95	100	103	97	97	103	107
COC(=O)C1=C(C(=O)c2ccc(OC)cc2)C(c2ccccc2)C(C#N)=C(N)O1 (stereo unspecified)	104	99	112	113	104	106	104	95
CCCCCCCCCCCCCCCCNC(=O)NCCC	115	95	96	114	87	94	100	102
COc1cc2c(cc1OC)C(C#N)C2 (stereo unspecified)	·	94	109	·	106	108	104	110
CCCCCN1C=C/C(=C\C(=O)N(C)c2ccc(Oc3ccccc3)cc2)c2ccccc21	98	67	91	84	87	99	54	77
CCOC(=O)Cn1c(=O)sc2cc3ccccc3nc21	·	91	98	112	103	105	89	102
O=C(Cn1[nH]c(=O)c2ccccc2c1=O)OCc1cccc(C(F)(F)F)c1	21	119	106	91	97	103	103	107

Shown with two lines to a compound: 23 of the compounds above.
Results follow in this order: SK-MEL-2	MCF7	BT-549	MALME-3M	LOX IMVI	HS 578T	T-47D	MDA-MB-231
C[Si](C)(CI)O[Si](C)(C)CI
 : 98	96	103	82	101	109	96	116
COc1cc2ncnc(Nc3ccc(S(=O)(=O)Nc4nccs4)cc3)c2cc1OCCCN1CCN(c2ccccc2)CC1
 : 121	99	102	106	98	102	99	110
O=c1c2cc(F)ccc2sc2c(Cl)nc3ccc(Cl)cc3c12
 : 109	92	·	93	86	87	98	84
CC(=O)OCC(=O)[C@@]1(O)[C@@H](C)CC2C3CCC4=CC(=O)C=C[C@]4(C)[C@@]3(F)[C@@H](O)C[C@@]21C (stereo partly specified)
 : 113	85	78	94	86	111	120	98
CC1(C)C2CCC(O)(C(=O)O)C1C2 (stereo unspecified)
 : 106	96	104	109	110	115	96	99
CCOC(=O)c1nn(-c2ccc([N+](=O)[O-])cc2)c(=N/N=C/c2c(O)cc3oc(C)cc(=O)c3c2OC)s1
 : 120	92	95	88	76	98	78	87
COc1ccc(C2NCc3c(nc4c(c(C)nn4-c4ccccc4)c3-c3ccc(Cl)cc3)N2)cc1 (stereo unspecified)
 : 94	93	98	95	95	98	89	91
O=c1[nH]cnc2c1ncn2C1OCC(O)C(O)C1O (stereo unspecified)
 : ·	105	·	97	100	109	98	·
CS(=O)(=O)c1ccc(-n2cc(/C=C/C(=O)c3ccc(NC(=O)CO[N+](=O)[O-])cc3)c(-c3ccc(Cl)cc3)n2)cc1
 : 95	84	103	100	97	84	104	79
O=S(=O)(OCCCl)c1ccc(Cl)c(Cl)c1
 : 100	93	·	99	97	98	86	101
Cc1cc(C)c(C#N)c(OCc2ccc(Cl)cc2)n1
 : 102	76	96	88	88	76	74	68
Cc1cccc(NC(=O)N/C(N)=N/c2nc3ccccc3s2)c1
 : 33	22	57	51	34	24	36	59
C=C(C)C(=O)Nc1c(C)cccc1C
 : 95	103	106	103	99	106	95	101
CCOC(=O)c1ccc(NC2=C(Cl)C(=O)c3nc(C)ccc3C2=O)cc1
 : 78	-14*	·	12	0.7*	50	-0.9*	77
CC1CC(C)(C)OB(OC(C)CC(C)(C)OB2OC(C)CC(C)(C)O2)O1 (stereo unspecified)
 : 103	97	78	111	94	121	·	·
O=C1Nc2ccc(Br)cc2/C1=N/N=C/c1cccc(F)c1
 : 104	64	99	90	90	99	85	91
CC(=O)N(c1ccccc1)c1ccccc1[N+](=O)[O-]
 : 104	105	111	97	98	99	79	97
Cc1ccc(-c2nc3cnccn3c2NC(C)(C)C)o1
 : 115	95	100	103	97	97	103	107
COC(=O)C1=C(C(=O)c2ccc(OC)cc2)C(c2ccccc2)C(C#N)=C(N)O1 (stereo unspecified)
 : 104	99	112	113	104	106	104	95
CCCCCCCCCCCCCCCCNC(=O)NCCC
 : 115	95	96	114	87	94	100	102
COc1cc2c(cc1OC)C(C#N)C2 (stereo unspecified)
 : ·	94	109	·	106	108	104	110
CCCCCN1C=C/C(=C\C(=O)N(C)c2ccc(Oc3ccccc3)cc2)c2ccccc21
 : 98	67	91	84	87	99	54	77
CCOC(=O)Cn1c(=O)sc2cc3ccccc3nc21
 : ·	91	98	112	103	105	89	102

Source: PubChem BioAssay
